From PubChem
GoLoco inh red – blocks human Gai1 binding to RGS12 GoLoco peptide, red readout | P63096 | Gai1:RGS12 GoLoco peptide FP, rhodamine, 10 min | Potency, µM (titrated, usually from 61.6 µM), inactives show at the highest dose activity, negative = inhibition, usual class: inhibitors | 230,000 tested, 0.44% active | AID 880; active = well fitted inhibition curve with a large enough effect, not every such curve was filed as active; inactive = no such curve, though single readings can be large or run the other way; also: % is scaled to controls: 0 for no effect and ±100 for the full control effect; nearly all actives have a fitted effect of over 30% in size; many of its hits are not listed in these tables
Target sequence (P63096 whole entry, looked up): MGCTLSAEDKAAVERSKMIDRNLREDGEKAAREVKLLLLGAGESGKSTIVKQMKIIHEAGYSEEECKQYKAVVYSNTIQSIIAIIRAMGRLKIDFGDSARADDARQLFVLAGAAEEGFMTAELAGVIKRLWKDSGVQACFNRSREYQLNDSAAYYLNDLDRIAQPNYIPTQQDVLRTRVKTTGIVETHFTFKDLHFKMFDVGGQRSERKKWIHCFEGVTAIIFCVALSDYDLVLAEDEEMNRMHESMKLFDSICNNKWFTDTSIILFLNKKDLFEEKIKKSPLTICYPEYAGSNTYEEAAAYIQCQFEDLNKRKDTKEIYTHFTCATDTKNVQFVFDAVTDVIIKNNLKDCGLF
GLA spleen mod – alpha-galactosidase A (human) modulation | P06280 | human spleen homogenate, 4MU-alpha-Gal fluorescence, 40 min | Potency, µM (highest dose often 80 µM), for the others: at the top dose activity change, negative = inhibition, most hits filed as inhibitors | 240,000 tested, 0.008% active;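 also: 0% = enzyme with vehicle and -100% = no enzyme basal signal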
Target sequence (P06280 32-429 limits assumed): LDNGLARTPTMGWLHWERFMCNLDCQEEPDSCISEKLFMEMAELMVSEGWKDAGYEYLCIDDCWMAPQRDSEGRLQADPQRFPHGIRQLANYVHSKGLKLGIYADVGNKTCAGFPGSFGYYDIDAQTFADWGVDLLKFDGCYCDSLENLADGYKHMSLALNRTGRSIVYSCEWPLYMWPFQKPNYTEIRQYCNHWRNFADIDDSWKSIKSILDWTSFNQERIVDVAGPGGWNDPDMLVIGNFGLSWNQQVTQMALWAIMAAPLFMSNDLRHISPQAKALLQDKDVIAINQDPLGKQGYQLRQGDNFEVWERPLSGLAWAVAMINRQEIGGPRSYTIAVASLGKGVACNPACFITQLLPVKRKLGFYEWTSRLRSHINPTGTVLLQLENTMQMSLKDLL
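Fluorogenic readout (Ex 365/Em 440 nm) of 4-methylumbelliferone released from 1 mM 4-MU-alpha-galactoside by spleen homogenate, 40 min at 37C, pH 5.0. Data normalized to no-enzyme and enzyme controls; Hill-equation AC50 from compound titrations.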
JMJD2E inh – JMJD2E (human) inhibition; JMJD2E catalytic domain, FDH-coupled NADH fluorescence (FDH is formaldehyde dehydrogenase); B2RXH2; 230,000 tested, 1.6% active; Potency, µM (series often up to 57.1 µM), for inactives: at the top dose activity change, negative = inhibition, usual class: inhibitors; active = well fitted inhibition curve with a large enough effect, not every such curve was filed as active; inconclusive = small, poorly fitted or top-dose-only effect, or another doubt; inactive = no such curve, though single readings can be large or run the other way;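 also: 0% = wells with enzyme and -100% = buffer wells without enzyme; nearly all actives have a fitted effect of over 50% in size; many of its hits are not listed in these tables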
Target sequence (B2RXH2 1-337 limits assumed): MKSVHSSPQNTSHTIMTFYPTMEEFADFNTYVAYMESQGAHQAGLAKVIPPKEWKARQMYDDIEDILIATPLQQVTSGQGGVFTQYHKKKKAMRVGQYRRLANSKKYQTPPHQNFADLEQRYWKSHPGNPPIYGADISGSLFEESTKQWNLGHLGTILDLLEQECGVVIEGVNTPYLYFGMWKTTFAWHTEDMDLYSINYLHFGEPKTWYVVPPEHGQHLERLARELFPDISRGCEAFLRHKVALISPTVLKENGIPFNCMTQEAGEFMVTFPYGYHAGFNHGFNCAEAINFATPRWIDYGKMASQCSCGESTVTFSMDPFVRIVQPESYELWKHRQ
ALDH1A1 inh – ALDH1A1 (human) enzyme inhibition. P00352. Purified ALDH1A1, NADH fluorescence, propionaldehyde substrate. Potency, µM (series often up to 75.3 µM), without a hit: at the highest dose activity, negative = inhibition, usual class: inhibitors. 220,000 tested, 7.3% active. AID 1030; active = well fitted inhibition curve with a large enough effect, not every such curve was filed as active; inconclusive = small, poorly fitted or top-dose-only effect, or another doubt; inactive = no such curve, though single readings can be large or run the other way;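 also: plate controls were no enzyme wells and a reference inhibitor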
GAA glycogen – inhibitors or activators of human alpha-glucosidase glycogen cleavage; recombinant GAA, glycogen substrate, Amplex Red glucose oxidase fluorescence; AID 2100; 300,000 tested, 0.38% active; P10253; Potency, µM (highest dose often 76.4 µM), for the others: top-dose activity change, negative = inhibition, most hits filed as inhibitors;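 also: 0% = full enzyme reaction and -100% = no-enzyme basal signal; the screen sought inhibitors and activators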
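Recombinant human enzyme (4 nM); glycogen substrate; 37 C, 40 min, pH 5.0. Readout: coupled glucose oxidase/Amplex Red fluorescence.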
GAA spleen mod – lysosomal alpha-glucosidase (human) modulation. P10253. human spleen homogenate, 4-MU-alpha-glucoside fluorescence. Potency, µM (series often up to 79.9 µM), for inactives: at the highest dose activity change, negative = inhibition, hits mostly inhibitors. 240,000 tested, 0.006% active;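 also: 0% = enzyme with vehicle and -100% = no enzyme basal signal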
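Human spleen homogenate (1 ug) incubated with compounds and 1 mM 4-methylumbelliferyl-alpha-D-glucopyranoside in pH 5.0 citrate/phosphate buffer, 37 C, 40 min. Stopped at pH 10; 4-MU fluorescence (Ex 365/Em 440 nm); AC50 by Hill fit.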
GAA inhib – alpha-glucosidase (human) inhibition. P10253. purified human GAA, 4-MU-alpha-glucoside fluorescence. Potency, µM (top dose mostly 76.9 µM), for the others: top-dose activity change, negative = inhibition, most hits filed as inhibitors. 200,000 tested, 0.005% active;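 also: plate controls were uninhibited enzyme wells for no effect and no-enzyme background for full effect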
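AC50 values come from Hill fits of compound titrations (up to 77 uM) against 4 nM human enzyme. Substrate 4-methylumbelliferyl-alpha-D-pyranoside at 400 uM, pH 5.0 citrate buffer, 20 min room temperature; fluorescence Ex 365/Em 440 after alkaline stop.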
SMN2 splice up – SMN2 splice variant enhancement. HEK293 SMN2-luciferase splicing reporter, luminescence, 30-36 h. Potency, µM (series often up to 46.1 µM), without a hit: at the top dose activity change, positive = activation, hits mostly activators. 210,000 tested, 2.8% active. AID 1458; also: % of control where 0% means no effect; nearly all actives have a fitted effect of over 55% in size
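HEK293 cells carry an SMN2 minigene-luciferase reporter in which exon 7 inclusion puts luciferase in frame. Cells were seeded at 2000 cells/well, attached for 10-12 hours, then exposed to compounds for 30-36 hours at 37C before ONE-Glo luminescence.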
The depositor's hits bear a star; ? = inconclusive; . = no result given; [ ] = dose if it differs, or a comment. Unless noted, calls follow the shape of the dose curve; as a rule, active = well fitted curve in the direction sought with a large enough effect; inconclusive = small, poorly fitted or top-dose-only effect, or another doubt; inactive = no such curve, though single readings can be large; an effect the other way counts as inactive or inconclusive. Potency is read from the fitted curve at half-maximal effect. These rows are one share of the data (hit frequency here may not be typical).

The first 5 records (preview)
SMILES	GoLoco inh red	GLA spleen mod	JMJD2E inh	ALDH1A1 inh	GAA glycogen	GAA spleen mod	GAA inhib	SMN2 splice up
COc1ccccc1S(=O)Cc1ccc(C(=O)NCCc2ccc(Cl)cc2)o1 (stereo not given)	-3.6%	9.0%	-8.4%	?	-19.0%	7.7%	-9.7%	-16.1%
COc1cc(OC)nc(Oc2ccccc2C(=O)Oc2ccccc2Cl)n1	-7.4%	-4.1%	5.8%	-9.0%	-8.2%	-6.4%	2.4%	-6.0%
Cc1cc(C)c(S(=O)(=O)C(C)C)c(=O)[nH]1	4.8%	1.6%	9.7%	-1.3%	-6.6%	.	-1.2%	10.1%
O=C(CN1CCN(c2cccc(C(F)(F)F)c2)CC1)Nc1cccc(C(F)(F)F)c1	0.0%	-5.2%	?	?	-18.1%	-8.7%	-6.0%	21.5%
CCC1Oc2ccc(Cl)cc2N(CC(=O)O)C1=O (stereo not given)	-3.7%	6.8%	3.0%	4.2%	9.9%	4.8%	9.3%	-7.1%

The whole of this part, repeating the preview:
SMILES	GoLoco inh red	GLA spleen mod	JMJD2E inh	ALDH1A1 inh	GAA glycogen	GAA spleen mod	GAA inhib	SMN2 splice up
COc1ccccc1S(=O)Cc1ccc(C(=O)NCCc2ccc(Cl)cc2)o1 (stereo not given)	-3.6%	9.0%	-8.4%	?	-19.0%	7.7%	-9.7%	-16.1%
COc1cc(OC)nc(Oc2ccccc2C(=O)Oc2ccccc2Cl)n1	-7.4%	-4.1%	5.8%	-9.0%	-8.2%	-6.4%	2.4%	-6.0%
Cc1cc(C)c(S(=O)(=O)C(C)C)c(=O)[nH]1	4.8%	1.6%	9.7%	-1.3%	-6.6%	.	-1.2%	10.1%
O=C(CN1CCN(c2cccc(C(F)(F)F)c2)CC1)Nc1cccc(C(F)(F)F)c1	0.0%	-5.2%	?	?	-18.1%	-8.7%	-6.0%	21.5%
CCC1Oc2ccc(Cl)cc2N(CC(=O)O)C1=O (stereo not given)	-3.7%	6.8%	3.0%	4.2%	9.9%	4.8%	9.3%	-7.1%
COc1ccc(-n2c(=O)c3ccccc3n(Cc3ccccc3F)c2=O)cc1OC	6.8%	5.6%	-8.5%	-0.7%	7.3%	0.6%	-1.1%	-3.5%
CCCCNCC(=O)Nc1sc(C)c(C)c1C(=O)OCC	7.2%	0.1%	-2.6%	-1.2%	?	-1.8%	-12.7%	-1.9%
Cc1ccc(NC(=O)c2ccccc2F)nc1	3.6%	?	?	?	5.3%	-2.8%	?	7.94µM*
Cc1ccc(S(=O)(=O)N2CCN(S(C)(=O)=O)C2c2ccccc2)cc1 (stereo not given)	-2.7%	-0.3%	2.9%	1.8%	-8.7%	-3.2%	-15.6%	9.8%
COc1ccc(NC(=O)CSc2c3c(nc4ccccc24)CCCC3)c(OC)c1	-1.4%	3.4%	5.4%	-5.2%	-7.5%	-18.3%	2.5%	-9.2%
CC[n+]1c(/C=C(\C)SC)sc2ccccc21	159.8%[activator]	-1.1%	-5.3%	5.97µM*	-20.7%	-4.7%	-1.9%	-26.1%
Cn1nnc2cc(C(=O)NCc3ccco3)ccc21	-5.3%	2.2%	-0.9%	-2.3%	4.1%	4.4%	0.0%	-5.2%
Cc1noc(NS(=O)(=O)c2ccc(N/C=C\C(=O)c3ccccc3)cc2)c1C	1.6%	-9.8%	-9.5%	11.7%	2.2%	1.0%	1.6%	4.5%
COC(=O)c1c(C)[nH]c(C(=O)N2CCN(c3ccc(OC)cc3)CC2)c1C	8.3%	-0.2%	-13.8%	3.5%	3.0%	5.8%	11.2%	5.0%
OCCN(Cc1ccccc1)C(=S)Nc1ccc(F)cc1	3.8%	-13.4%	9.1%	2.7%	-4.1%	-14.1%	?	-10.8%
Cc1cccc(NC(=S)Nc2ccc(Oc3ccccc3)cc2)n1	-7.8%	-5.1%	-8.5%	0.7%	-2.9%	-2.5%	9.8%	-64.5%[inhibitor]
COc1ccc(-c2nc(C#N)c(N3CCC(C(N)=O)CC3)o2)cc1	1.3%	-3.2%	?	?	3.8%	-10.6%	7.9%	-9.0%
COc1ccc(-c2ncc3ccccn23)cc1	28.7%	-6.0%	?	?	-6.7%	-3.4%	-1.5%	?
CN(C(=S)Nc1ccccc1F)C1(c2ccccc2Cl)CCCCC1=O (stereo not given)	-24.3%	-9.4%	-5.4%	-13.2%	6.2%	-8.4%	-7.9%	-5.3%
O=C(COC(=O)c1cccs1)NCCCc1ccccc1	-2.6%	-1.4%	1.8%	-16.5%	0.5%	-2.8%	-1.6%	5.4%
O=C(CCCNS(=O)(=O)c1cccc2nsnc12)N1CCCCC1	-0.1%	12.8%	3.2%	1.9%	7.3%	-3.6%	-5.5%	-19.8%
Cc1ccc(C(=O)NNC2=NCCC2)cc1	9.4%	6.3%	-3.1%	17.5%	3.1%	5.0%	-3.1%	1.2%
O=C(O)c1ccc(CSc2nnc(-c3ccccc3Cl)n2-c2ccccc2)cc1	0.9%	-5.8%	1.9%	9.4%	5.0%	0.8%	7.1%	-0.2%
Cc1n[nH]c(=O)n1-c1ccc(C(C)(C)C)cc1	4.2%	5.3%	12.2%	2.1%	-2.2%	-0.4%	-2.0%	4.7%
CCN(C(=O)CSc1nnc(Cn2nnc3ccccc32)o1)c1nc(-c2ccccc2)cs1	-8.1%	2.5%	-4.2%	-2.0%	-6.9%	0.8%	-5.5%	-67.1%[inhibitor]
New compounds follow
SMILES	GoLoco inh red	GLA spleen mod	JMJD2E inh	ALDH1A1 inh	GAA glycogen	GAA spleen mod	GAA inhib	SMN2 splice up
COC(=O)c1ccccc1NC(=O)c1ccc(NS(C)(=O)=O)cc1	-0.6%	6.3%	-3.6%	11.9%	0.9%	1.7%	-1.4%	-0.8%
Cc1cc(Cl)ccc1NC(=S)Nc1cccnc1	-0.9%	4.1%	-6.3%	-7.8%	-4.1%	2.1%	-3.4%	-8.1%
CC(C)CC[n+]1ccn(-c2nc3ccccc3nc2[N-]S(=O)(=O)c2ccccc2)c1	6.6%	2.5%	?	?	9.6%	-0.9%	?	12.1%
COc1ccc(C2=Nn3c(nnc3-c3ccccc3)SC2)cc1OC	18.2%	6.1%	-0.7%	8.3%	5.9%	2.6%	-13.4%	-1.7%
O=C(O)CN1C(=O)CC(Cc2ccccc2)C1=O (stereo not given)	-2.7%	8.5%	2.3%	0.7%	5.9%	7.5%	-2.6%	-3.5%
O=C(Cc1cccs1)Nc1nnc(Cc2ccccc2)s1	59.5%[activator]	6.6%	-8.6%	?	-0.7%	0.4%	-8.2%	3.1%
Cc1ccc2[nH]c(=O)c(NC(N)=S)nc2c1	-12.0%	-7.1%	-2.4%	-15.2%	-4.0%	-7.5%	5.6%	-19.3%
Cc1cccc(C(=O)N2CCN(c3ccc([N+](=O)[O-])c(NCc4ccco4)c3)CC2)c1	-0.7%	-3.3%	11.2%	?	-7.4%	-9.5%	-5.2%	-24.3%
CCOC(=O)N1CCC(N2C(=O)c3ccccc3C2Nc2cc(OC)c(OC)c(OC)c2)CC1 (stereo not given)	0.5%	-8.1%	-18.7%	6.4%	-1.2%	-8.8%	-4.6%	5.7%
CCC(c1ccc(O)cc1)C(CC)c1ccc(O)cc1 (stereo not given)	3.0%	2.9%	-8.7%	-7.8%	.	-10.3%	.	-19.2%
CCCCN1CC2=C(C1=O)C(c1ccc(O)cc1)NC(=O)N2C (stereo not given)	-9.4%	-5.1%	1.1%	15.1%	1.8%	-0.2%	0.2%	1.1%
O=C(CSc1nnc(-c2ccccc2)o1)OCc1ccccc1	-2.7%	0.2%	-1.8%	16.9%	0.6%	-7.2%	1.6%	-8.5%
Cn1c(CNc2cccc(Cl)c2)nnc1SCC#N	9.5%	3.3%	-2.1%	-6.4%	3.3%	-2.3%	-0.6%	-17.4%
COc1ccc(NC(=O)/C(C#N)=C/c2ccc3c(c2)n(C)c(=O)n3C)cc1	13.2%	4.6%	-5.2%	-3.3%	0.7%	5.4%	6.7%	-4.6%
Cc1cc(C(=O)CSc2nnc(-c3ccc4c(c3)OCO4)o2)c(C)n1-c1ccc(F)cc1	-2.7%	8.6%	-1.5%	-2.8%	4.0%	-4.4%	3.4%	-64.7%[inhibitor]
Cc1ccc(C(C(=O)NC2CCCCC2)N2CCOCC2)cc1 (stereo not given)	-3.1%	5.6%	-10.3%	10.1%	3.1%	-5.6%	-8.2%	13.8%
NC(=O)c1c(NC(=O)c2cccs2)sc2c1CCCCCC2	-2.8%	-7.3%	?	?	-9.3%	-9.5%	-2.9%	?
CN(C)c1ccc(-c2nccc(NCc3ccccc3)n2)cc1	-12.8%	2.0%	?	?	.	-15.7%	.	?
O=C1CC(C(=O)NCCc2ccccc2)SC(=Nc2ccccc2)N1 (stereo not given)	4.9%	6.4%	0.7%	.	2.2%	6.8%	.	.
Cc1ccc(-n2c(Cn3nc(C(F)F)cc3C(F)F)n[nH]c2=S)cc1	-5.9%	6.9%	-2.4%	-1.1%	0.1%	2.9%	-1.4%	-5.8%
CCS(=O)(=O)N1CCC(NC(=O)C2CCCCC2)CC1	.	-6.4%	-0.6%	3.0%	-8.9%	-2.1%	-1.4%	.
CC(C)(C)c1cnnn1-c1cccc([N+](=O)[O-])c1	-2.5%	-4.1%	-4.9%	3.6%	15.0%	-4.4%	-9.6%	.
CN(CC(=O)Nc1ccc(C(N)=O)cc1)CC(=O)Nc1ccccc1Br	10.0%	4.4%	-4.7%	.	2.0%	-18.2%	.	.
O=C(CSc1nnnn1-c1ccccc1)c1ccco1	0.2%	8.0%	1.6%	?	-0.8%	3.9%	-4.6%	10.3%
O=[N+]([O-])c1cc(/C=N/O)ccc1Oc1cccc(Cl)c1	4.6%	-1.9%	-14.8%	-0.7%	7.8%	-9.0%	0.5%	-6.1%
CCOC(=O)c1ccccc1OCc1cc(/C=N/n2cncn2)ccc1OC	-3.6%	-3.1%	0.5%	-15.0%	4.1%	1.8%	-6.6%	-0.5%
CCN1C(=O)c2ccccc2S(=O)c2ccc(C(=O)N3CCCCCC3)cc21 (stereo not given)	4.0%	-6.0%	1.4%	?	-8.6%	5.2%	0.6%	-36.3%[inhibitor]
Cc1cc(Br)c(NC(=O)c2ccccc2[N+](=O)[O-])cc1C	12.8%	-6.2%	13.8%	5.0%	-9.3%	5.8%	3.0%	2.8%
